Assay outcomes: PubChem BioAssay, National Center for Advancing Translational Sciences (NCATS)
LDHA inh = qHTS assay for inhibitors of human lactate dehydrogenase. L-lactate dehydrogenase A chain (Homo sapiens), P00338. purified LDHA, NADH/diaphorase-resazurin fluorescence; active compounds read low. activity change, % (values are at about 110 or 230 µM). hit rate 0.15% among 480,000; in the data active = activity change below about -30%; inconclusive = mostly about -25% to -30%;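 note: plate controls were DMSO wells for no effect and wells without enzyme for full effect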
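Remaining NADH was detected by diaphorase (0.133 mg/mL) converting 37 µM resazurin to fluorescent resorufin, read at 0 and 20 minutes. The preceding 5-minute room-temperature reaction used 2 nM LDHA, 0.2 mM sodium pyruvate and 0.06 mM NADH at pH 7.4.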
Glioma ERSR ind = qHTS for Inducers of the Endoplasmic Reticulum Stress Response (ERSR) in Human Glioma: qHTS. U87-MG GRP78 promoter luciferase reporter, 16 h. Potency, µM, without a hit: at the top dose activation, actives largely listed as activators. hit rate 0.02% among 420,000; note: potency is the fitted concentration of half-maximal effect; series mostly up to about 76 µM; % of control where 0% means no effect; nearly all actives have a fitted effect of over 35% in size
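Stably transfected U87-MG human glioma cells carrying a GRP78-based luminescent sensor were seeded at 1000 cells/well, pin-dosed with compounds and incubated 16 h. Luciferase reagent was then added, and end-point luminescence was read after 10 min at room temperature.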
RGS4 inhibitor = Inhibitors of Regulator of G Protein Signaling (RGS) 4: qHTS. Regulator of G-protein signaling 4 (Homo sapiens), P49798. Transcreener GDP fluorescence polarization, RGS4-accelerated GTP hydrolysis. Potency, µM (titrated, usually from 114 µM), inactives show top-dose activity change, negative = inhibition, actives largely listed as inhibitors. hit rate 0.039% among 390,000. AID 504845, 2011; note: potency is the fitted concentration of half-maximal effect; % is set by controls: 0 for no effect and ±100 for the full control effect; nearly all actives have a fitted effect of over 75% in size; some results filed as inactive show a strong effect at the top dose
Target sequence (P49798 whole entry, looked up): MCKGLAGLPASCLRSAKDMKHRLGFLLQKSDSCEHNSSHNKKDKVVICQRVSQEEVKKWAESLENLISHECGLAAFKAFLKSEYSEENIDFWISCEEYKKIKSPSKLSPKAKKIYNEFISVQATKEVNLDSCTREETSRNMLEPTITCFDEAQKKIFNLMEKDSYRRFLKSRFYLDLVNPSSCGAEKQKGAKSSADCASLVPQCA
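MLSMR compounds (23 nl, pin-transferred) preincubated 10 min at room temperature with a 500nM (2x) first reagent, then RGS4 at 900nM (2x) plus Transcreener GDP mix added; fluorescence polarization (620/688 nm) read before and after 90 min at 30 °C.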
Vif-APOBEC3F blk = qHTS for Inhibitors of Vif-A3F Interactions: qHTS; HeLa A3F-eYFP + Vif (tagged APOBEC3F with the HIV-1 protein that degrades it), YFP fluorescence increase; Potency, µM (titrated, usually from 46.1 µM), for the others: at the top dose activity, negative = active; hit rate 0.2% among 390,000; note: potency is the fitted concentration of half-maximal effect; % of control where 0% means no effect; nearly all actives have a fitted effect of over 65% in size
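Fluorescence increase (Ex 488/Em 500-530) after overnight compound treatment at 37 deg C flags inhibition of Vif-driven A3F-eYFP loss in stable HeLa A3F-eYFP/Vif cells seeded overnight beforehand.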
Vif-APOBEC3G blk = qHTS for Inhibitors of Vif-A3G Interactions: qHTS. DNA dC->dU-editing enzyme APOBEC-3G (Homo sapiens), Q9HC16. HeLa A3G-eYFP + Vif (tagged APOBEC3G with the HIV-1 protein that degrades it), YFP fluorescence, overnight. Potency, µM (highest dose often 46.1 µM), without a hit: at the highest dose activity, negative = active, usual class: inhibitors. hit rate 0.076% among 410,000. AID 602310, 2012;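 note: potency is the fitted concentration of half-maximal effect; % is set by controls: 0 for no effect and ±100 for the full control effect; nearly all actives have a fitted effect of over 60% in size; hits raise eYFP signal because A3G escapes Vif-driven loss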
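Read-out is eYFP fluorescence (Ex 488/Em 500-530) from Vif-expressing HeLa A3G-eYFP cells; more signal means A3G escaped Vif-mediated degradation. Cells plated overnight, compound pinned in, incubated overnight at 37 deg C.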
D2 antagonist = HTS Assay for Allosteric Antagonists of the Human D2 Dopamine Receptor: Primary Screen for Antagonists; HEK293 TREx D2 cells, calcium flux, dopamine EC80; inhibition, % at 10 µM; D(2) dopamine receptor (Homo sapiens), P14416; hit rate 2% among 340,000; in the data active = inhibition above about 30%; note: 0% is about no effect
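Antagonism is scored as inhibition of an EC80 dopamine-evoked calcium signal in a force-coupled, tetracycline-inducible HEK293 T-REx D2 line, with compound present 180 s before agonist.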
D2 ag = HTS Assay for Allosteric Agonists of the Human D2 Dopamine Receptor: Primary Screen for Agonists. D(2) dopamine receptor (Homo sapiens), P14416. HEK293 T-REx D2 cells, calcium flux agonist mode. activation, % at 2 µM. hit rate 0.53% among 340,000. AID 485358, 2010;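 active = activation over 3 SD above normal in the single-dose calcium agonist read, cut at about 30% in these data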; note: 0% is about no effect
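Tetracycline-induced HEK293 Trex cells with D2 receptor force-coupled to calcium signaling, plated overnight at 30 C and loaded with no-wash calcium dye. Calcium flux read kinetically for 180 s after compound addition; responses flag agonists.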
ERG-DNA inh = qHTS for Small Molecule Inhibitors of the ERG Ets/DNA interaction; Transcriptional regulator ERG (Homo sapiens), P11308; Potency, µM (highest dose often 76.9 µM), for inactives: at the top dose FP activity, negative = inhibition, hits mostly inhibitors; fluorescence polarization, His-ERG Ets domain / labelled DNA; hit rate 0.028% among 370,000; AID 624246, 2012; active = well fitted inhibition curve with a large enough effect in the polarisation, with a control signal flat; inconclusive = small, poorly fitted or top-dose-only effect, or effect the other way, or a change in a side signal; inactive = no such curve, though single readings can be large or run the other way; the % refers to the polarisation;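 note: polarization taken with two DNA probes labelled with fluorescein and Texas red; potency is the fitted concentration of half-maximal effect; % of control where 0% means no effect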
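His-tagged ERG Ets domain (1 uM in the protein solution; 300mM KCl, 50mM Tris-HCl, 1mM EDTA, 1mM DTT, pH 7.5) received compound, then a probe mix of 5 nM fluorescein-DNA and 100nM Texas-615-DNA. Fluorescence polarization was read for both dyes.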
ALOX12 inh = Primary qHTS assay for inhibitors of human arachidonate 12S-lipoxygenase (ALOX12): Round 2. hit rate 1.1% among 580,000. purified 12hLO, xylenol orange hydroperoxide absorbance. Potency, µM (doses to about 108 µM), for the others: top-dose activity change, negative = inhibition, hits mostly inhibitors. AID 1671190, 2021. Polyunsaturated fatty acid lipoxygenase ALOX12 (Homo sapiens), P18054; note: potency is the fitted concentration of half-maximal effect; % is set by controls: 0 for no effect and ±100 for the full control effect
Target sequence (P18054 whole entry, looked up): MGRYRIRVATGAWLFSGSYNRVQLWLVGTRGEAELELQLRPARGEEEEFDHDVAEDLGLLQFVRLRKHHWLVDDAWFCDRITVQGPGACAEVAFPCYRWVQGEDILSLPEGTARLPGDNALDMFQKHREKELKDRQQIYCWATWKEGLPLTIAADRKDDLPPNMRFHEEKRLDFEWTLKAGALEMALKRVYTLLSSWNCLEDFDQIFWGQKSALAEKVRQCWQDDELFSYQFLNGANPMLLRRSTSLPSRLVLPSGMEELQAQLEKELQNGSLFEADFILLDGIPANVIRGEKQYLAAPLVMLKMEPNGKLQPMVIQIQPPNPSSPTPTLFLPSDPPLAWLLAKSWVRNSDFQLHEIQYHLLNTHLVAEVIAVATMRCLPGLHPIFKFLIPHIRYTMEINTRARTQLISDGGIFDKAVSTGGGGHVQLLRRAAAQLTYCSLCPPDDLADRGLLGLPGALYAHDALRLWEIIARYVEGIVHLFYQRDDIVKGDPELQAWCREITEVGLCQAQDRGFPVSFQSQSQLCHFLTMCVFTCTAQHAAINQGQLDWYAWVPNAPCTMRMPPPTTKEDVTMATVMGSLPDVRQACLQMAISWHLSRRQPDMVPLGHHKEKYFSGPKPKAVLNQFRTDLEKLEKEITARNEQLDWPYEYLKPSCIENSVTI
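Hydroperoxide product was detected by ferrous iron/xylenol orange as the 573 to 405 nm absorbance ratio. Arachidonic acid at 40 uM (final) was turned over for 30 min at room temperature by 150 nM human 12hLO, pH 7.0 Hepes buffer, after 15 min compound preincubation.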
* marks the source's active call; other numbers are inactive results; ? = inconclusive; . = not tested or not shown; & = joins results of further samples; [ ] = dose if it differs, or a comment. Unless noted, calls come from the whole dose curve; as a rule, active = well fitted curve in the direction sought with a large enough effect; inconclusive = small, poorly fitted or top-dose-only effect, or another doubt; inactive = no such curve, though single readings can be large; an effect the other way counts as inactive or inconclusive.

no.	smiles	LDHA inh	Glioma ERSR ind	RGS4 inhibitor	Vif-APOBEC3F blk	Vif-APOBEC3G blk
1	O=[N+]([O-])c1cccc(/C=N/n2cnnc2)c1O	1	-2%	-35%	0%	-1%
2	CCOc1ccccc1CNS(=O)(=O)c1ccc(-c2coc(C)n2)cc1	-5	-3%	-6%	-6%	-2%
3	CCc1cccc(NC(=O)CSc2nccn2C)c1	0	-2%	-8%	0%	-1%
4	CCC1CCCCN1C(=O)COc1ccc(N(C)S(=O)(=O)c2ccc(C)cc2)cc1 (stereo not drawn)	-4	-4%	?	-9%	1%
5	N#Cc1nc(Cc2cccc3ccccc23)oc1NCc1ccc(F)cc1	2&7	-8%	13%	7%	3%
6	O=C(Oc1cc(=O)oc2ccccc12)c1ccco1	-3	-4%	-41%	0%	-1%
7	O=C(CSc1nnc(-c2ccc(O)cc2)o1)Nc1ccc2c(c1)OCCO2	-3	7%	-5%	-10%	-8%
8	CSc1cccc(NC(=O)c2nnn(CC(=O)Nc3cc(C)cc(C)c3)c2N)c1	-10	-4%	-93%[56.9 µM]	-3%	1%

no.	D2 antagonist	D2 ag	ERG-DNA inh	ALOX12 inh
1	-4	1.7	0%	9%
2	.	0.2	-1%	0%
3	.	-0.3	-1%	?
4	-15	-0.9	0%	0%
5	-4	0.7	0%	?
6	5	-0.8	-2%	0%
7	-1	0.2	-3%	27%
8	-5	-1.1	2%	-10%

no.	smiles	LDHA inh	Glioma ERSR ind	RGS4 inhibitor	Vif-APOBEC3F blk	Vif-APOBEC3G blk
9	Cn1c(C(=O)Nc2cccc(C(F)(F)F)c2)cc2c(=O)n3ccccc3nc21	-3	-2%	30%	2%	4%
10	COc1ccc(C(=O)Nc2cccc(-c3cnc4ccccc4n3)c2)cc1	-4	2%	1%	-8%	0%
11	COc1ccc(C(=O)/C=C/c2ccc(N3CCCCC3)c([N+](=O)[O-])c2)cc1	-6	2%	19%	8%	-26%
12	Cc1ccc(NS(=O)(=O)c2ccc(C)c(NC(=S)NCCN3CCOCC3)c2)c(C)c1	-2	-1%	-28%	0%	-41%
13	CCOC(=O)N1CCN(Cc2cn[nH]c2-c2cccc3ccccc23)CC1	-5	-2%	3%	0%	2%
14	Cn1c(=O)cc(OCC(=O)N2CCN(c3cccc(C(F)(F)F)c3)CC2)c2ccccc21	4	-3%	-9%	1%	-1%
15	CCOC(=O)C1(C)CCCN(C(=O)c2ccccc2)C1 (stereo not drawn)	-2	-3%	.	.	3%
16	C/C(=N\NC(=O)c1cc2c(s1)CCC(C)C2)c1ccc[nH]1 (stereo not drawn)	-5	-2%	-4%	-17%	-5%

no.	D2 antagonist	D2 ag	ERG-DNA inh	ALOX12 inh
9	.	-0.8	1%	-29%
10	-17	-0.3	2%	-5%
11	7	-0.1	-2%	?
12	.	.	-1%	?
13	-9	0.2	3%	2%
14	.	.	-2%	-12%
15	.	.	.	10%
16	-27	0.0	0%	19%

no.	smiles	LDHA inh	Glioma ERSR ind	RGS4 inhibitor	Vif-APOBEC3F blk	Vif-APOBEC3G blk
17	O=C(Cn1c(=O)oc2cc(S(=O)(=O)N3CCCC3)ccc21)N1CCN(c2ccccc2F)CC1	-12	-3%	-10%	3%	-1%
18	CCOc1ncccc1C(=O)OCC(=O)NC1CC1	-6	-3%	-7%	5%	2%
19	Cc1[nH]c(=S)n(CC2CCCO2)c1C (stereo not drawn)	-17	-3%	1%	-3%	-2%
20	COC(=O)c1sc2cccc(F)c2c1S(=O)(=O)Nc1ccc(C)cc1Cl	0	0%	1%	-7%	-4%
21	CCOC(=O)c1cc(-c2ccccc2)n(CCCC(=O)Nc2ccc(C)c(Cl)c2)c1C	3	-5%	-15%	6%	5%
22	CCOCCCn1cnc2c(c1=O)c1nc3ccccc3nc1n2-c1ccc(C)cc1	-9	-3%	17%	-5%	-1%
23	CCN(CC)S(=O)(=O)c1ccc(NS(=O)(=O)c2ccc3oc(=O)[nH]c3c2)cc1	0	-2%	-45%	-22%	0%
24	CCN(CCCNC(=O)CN1N=C(c2ccccc2)CCC1=O)c1ccccc1	8	-2%	0%	0%	2%

no.	D2 antagonist	D2 ag	ERG-DNA inh	ALOX12 inh
17	-18	1.6	-13%	-17%
18	-12	2.3	6%	8%
19	3	-2.0	5%	?
20	.	.	-4%	-24%
21	.	-0.5	-18%	-13%
22	-4	-0.8	-2%	-28%
23	-7	-0.2	-4%	-22%
24	.	.	5%	-18%

Molecules above with an aryl thioether with sulfur outside any ring, in the order listed:
no.	smiles	LDHA inh	Glioma ERSR ind	RGS4 inhibitor	Vif-APOBEC3F blk	Vif-APOBEC3G blk
3	CCc1cccc(NC(=O)CSc2nccn2C)c1	0	-2%	-8%	0%	-1%
7	O=C(CSc1nnc(-c2ccc(O)cc2)o1)Nc1ccc2c(c1)OCCO2	-3	7%	-5%	-10%	-8%
8	CSc1cccc(NC(=O)c2nnn(CC(=O)Nc3cc(C)cc(C)c3)c2N)c1	-10	-4%	-93%[56.9 µM]	-3%	1%

no.	D2 antagonist	D2 ag	ERG-DNA inh	ALOX12 inh
3	.	-0.3	-1%	?
7	-1	0.2	-3%	27%
8	-5	-1.1	2%	-10%

Remaining list, next part
no.	smiles	LDHA inh	Glioma ERSR ind	RGS4 inhibitor	Vif-APOBEC3F blk	Vif-APOBEC3G blk
25	O=C(COC(=O)c1cccc(Br)c1)NCCc1ccccc1	-10	-3%	-6%[11.4 µM]	1%	0%
26	Cc1c(NC(=O)OCCNC(=O)COc2c(Cl)cccc2Cl)sc(=S)n1C	1	-1%	-6%	-8%	-2%
27	COc1ccc(CN2CCCC(CNC(=O)c3ccc(F)cc3)C2)cc1OC (stereo not drawn)	-6	-4%	14%	0%	2%
28	CN(Cc1ccccc1)C(=O)c1ccc2c(c1)N(Cc1ccccc1Cl)C(=O)c1ccccc1S2	-1	1%	-16%	1%	0%
29	Cc1cccc(NC(=O)CCCn2nc(C)c3c(C)n(-c4ccccc4)nc3c2=O)c1C	-9	-3%	15%	4%	-2%
30	COc1ccc(-c2cc(C(=O)Nc3ccc(C)c(N)c3)c3ccccc3n2)cc1	0	-3%	-23%	-23%	?
31	C[C@H](CO)N1C[C@H](C)[C@@H](CN(C)C(=O)Nc2ccccc2)Oc2ccc(NC(=O)C3CC3)cc2C1=O	-5	-4%	-7%	1%	0%
32	CC(C(=O)NN=C(c1ccccc1)c1ccccc1)N1CCOCC1 (stereo not drawn)	-2	-1%	-13%[56.9 µM]	3%	0%

no.	D2 antagonist	D2 ag	ERG-DNA inh	ALOX12 inh
25	-45	-1.4	6%	-22%
26	0	0.2	0%	0%
27	10	0.3	-1%	0%
28	.	.	0%	-16%
29	.	0.0	8%	-23%
30	5	0.7	3%	?
31	.	.	-20%	-5%
32	-11	0.4	2%	2%

no.	smiles	LDHA inh	Glioma ERSR ind	RGS4 inhibitor	Vif-APOBEC3F blk	Vif-APOBEC3G blk
33	O=C(COC(=O)c1ccncc1)Nc1ccc2c(c1)OCO2	-5	-4%	14%	0%	-1%
34	CCCCC(=O)N(C)c1c(CC)nc2c(OCc3ccc(S(C)(=O)=O)cc3)cccn12	-1	-4%	.	.	2%
35	Cn1c(SCC(=O)N/N=C/c2ccc([N+](=O)[O-])s2)nnc1-c1ccc(Cl)cc1	7	0%	-5%	2%	?
36	CC1(C)CC(=O)C=C(Nc2ccc(Cl)c(Br)c2)C1	-8	-1%	18%	-12%	0%
37	O=C(CCC(=O)Nc1ccccc1)N/N=C/c1ccccc1F	-7	8%	-23%	-2%	0%

no.	D2 antagonist	D2 ag	ERG-DNA inh	ALOX12 inh
33	.	.	4%	-9%
34	.	.	.	-10%
35	-1	-0.3	-9%	-13%
36	6	1.3	8%	?
37	5	-0.5	2%	1%

Random excerpt: 4 records from the list.
no.	smiles	LDHA inh	Glioma ERSR ind	RGS4 inhibitor	Vif-APOBEC3F blk	Vif-APOBEC3G blk
37	O=C(CCC(=O)Nc1ccccc1)N/N=C/c1ccccc1F	-7	8%	-23%	-2%	0%
33	O=C(COC(=O)c1ccncc1)Nc1ccc2c(c1)OCO2	-5	-4%	14%	0%	-1%
34	CCCCC(=O)N(C)c1c(CC)nc2c(OCc3ccc(S(C)(=O)=O)cc3)cccn12	-1	-4%	.	.	2%
36	CC1(C)CC(=O)C=C(Nc2ccc(Cl)c(Br)c2)C1	-8	-1%	18%	-12%	0%

no.	D2 antagonist	D2 ag	ERG-DNA inh	ALOX12 inh
37	5	-0.5	2%	1%
33	.	.	4%	-9%
34	.	.	.	-10%
36	6	1.3	8%	?

This is a subset, so the mix of outcomes need not match the whole.
